# Bioassay records (PubChem)
# DT40 TDP1 CPT – DT40-hTDP1 cell growth loss with CPT. chicken DT40 Tdp1-/-;hTDP1 cells + 20 nM CPT, ATP luminescence, 48 h. Potency, µM (highest dose often 46.2 µM), without a hit: at the highest dose activity change, negative = growth inhibition, usual class: inhibitors. 12% of 420,000 active. AID 686979; note: nearly all actives have a fitted effect of over 55% in size
#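 Chicken DT40 Tdp1-/- cells stably complemented with human TDP1 were seeded at 400 cells/well in medium containing 20 nM camptothecin, exposed to pin-transferred compounds, and grown at 37 °C for at least 48 hr. Viability was read as ATP luminescence.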
# TDP1 cell noCPT – qHTS for Inhibitors of human tyrosyl-DNA phosphodiesterase 1 (TDP1): qHTS in cells in absence of CPT | 15% of 420,000 active | AID 686978, 2013 | DT40 Tdp1-/- hTDP1 cells, no CPT, ATP luminescence, 48 h | Potency, µM (titrated, usually from 46.2 µM), inactives show at the highest dose activity change, negative = growth inhibition, usual class: inhibitors; note: nearly all actives have a fitted effect of over 55% in size
#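 DT40 Tdp1-/-;hTDP1 cells, no CPT (DMSO vehicle only), 400 cells/well; compounds pin-transferred; ≥48 hr, 37 °C; CellTiter-Glo 30 min RT dark, luminescence read.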
# TDP1 inh – inhibitors of human tyrosyl-DNA phosphodiesterase TDP1 | recombinant TDP1, AlphaScreen DNA substrate cleavage | Q9NUW8 | 0.28% of 350,000 active | Potency, µM (series often up to 130 µM), for inactives: at the top dose activity change, negative = inhibition, most hits filed as inhibitors | AID 485290; note: nearly all actives have a fitted effect of over 40% in size
# Target sequence (Q9NUW8 whole entry, looked up): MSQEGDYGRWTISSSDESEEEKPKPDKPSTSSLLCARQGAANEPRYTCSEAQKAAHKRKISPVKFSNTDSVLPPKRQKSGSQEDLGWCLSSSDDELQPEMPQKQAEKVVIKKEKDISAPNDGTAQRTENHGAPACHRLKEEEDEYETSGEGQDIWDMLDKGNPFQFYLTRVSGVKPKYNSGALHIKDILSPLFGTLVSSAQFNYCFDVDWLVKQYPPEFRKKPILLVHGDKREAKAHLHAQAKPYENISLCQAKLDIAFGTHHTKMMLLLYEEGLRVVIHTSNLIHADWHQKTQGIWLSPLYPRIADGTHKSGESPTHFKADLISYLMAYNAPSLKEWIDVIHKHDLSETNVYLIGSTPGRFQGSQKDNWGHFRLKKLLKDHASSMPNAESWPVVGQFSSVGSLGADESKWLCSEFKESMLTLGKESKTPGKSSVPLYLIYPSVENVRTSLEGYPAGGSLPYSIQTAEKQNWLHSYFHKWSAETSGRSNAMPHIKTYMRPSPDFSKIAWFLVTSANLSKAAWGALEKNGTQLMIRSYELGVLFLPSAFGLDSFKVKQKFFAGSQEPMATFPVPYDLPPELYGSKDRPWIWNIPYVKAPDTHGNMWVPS
#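 Recombinant human Tdp1 (E. coli-expressed, 1 nM final) preincubated with compounds 15 min at room temperature, then 5'-biotin/3'-phosphotyrosine-FITC DNA substrate (15 nM final) added for 5 min. AlphaScreen beads (10 ug/ml final) added 10 min; cleavage lowers signal.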
# Active calls of the source: *; ? = inconclusive; · = no result given; [ ] = dose if it differs, or a comment. Calls come from the whole dose curve; as a rule, active = well fitted curve in the direction sought with a large enough effect; inconclusive = small, poorly fitted or top-dose-only effect, or another doubt; inactive = no such curve, though single readings can be large; an effect the other way counts as inactive or inconclusive. % is set by controls: 0 for no effect and ±100 for the full control effect; potency is the fitted concentration of half-maximal effect. The order is random; about 18% have a hit in one of these screens.
mol	DT40 TDP1 CPT	TDP1 cell noCPT	TDP1 inh
COc1ccc(C(=O)N/C(=C\c2cccc([N+](=O)[O-])c2)C(=O)Nc2cccc(C(=O)O)c2)cc1	13%	-1%	0%
C=CCN(c1ccccc1)S(=O)(=O)c1cccc(C(=O)Nc2ccc(N3CCOCC3)cc2)c1	9.2µM*	2.6µM*	8%
COC(=O)C1CCN(c2ccc([N+](=O)[O-])cc2[N+](=O)[O-])CC1	-21%	-13%	10%
COc1ccc(C(=O)COC(=O)c2ccc3c(c2)OCCO3)c(OC)c1	-18%	?	0%
CCN(C(=O)COC(=O)c1[nH]c(C)c(C(C)=O)c1C)C1CCS(=O)(=O)C1 (stereo not given)	16%	0%	9%
O=C(O)CCc1ccc(-c2cccs2)o1	?	-2%	16µM*
Cc1ccc(NC(=O)CSc2nn3c(=O)c(C)nnc3s2)cc1Cl	?	-11%	0%
CC(C)N(Cc1ccccc1)C(=O)/C=C/c1ccccc1[N+](=O)[O-]	?	?	1%
NC1=C(Br)C(=O)c2ncccc2C1=O	0.65µM*	1.6µM*	·
Cc1ccccc1C(=O)NN1CC(C(=O)OCc2ccc(Cl)c(Cl)c2)CC1=O (stereo not given)	-19%	-14%	4%
CN1CCN(c2ncc3nc(-c4ccc(F)cc4)c(=O)n(Cc4cccs4)c3n2)CC1	?	?	·
O=C(Nc1nccs1)c1cc(-c2ccncc2)nc2ccccc12	-25%	?	3%
Cc1cc(C)c2cc(C#N)c(SCC(=O)NCC3CCCO3)nc2c1 (stereo not given)	-9%	-1%	1%
COc1cc(C2C3=C(CCCC3=O)Nc3c2c(C)nn3-c2cccc(C)c2)cc(OC)c1O (stereo not given)	-13%	0%	·
COc1cccc(-n2c(Cc3cc(=O)[nH]c(=O)[nH]3)nnc2SCC(=O)N2CCCCC2)c1	4%	1%	-4%
CCOc1cc(/C=N/NC(=O)C(=O)N2CCCC2)ccc1O	5%	-3%	0%
Cc1cccc(NC(=O)Cn2cnc3sc(C)c(S(=O)(=O)N4CCC(C)CC4)c3c2=O)n1	?	?	-10%
O=C1c2ccccc2C2=Nc3ccccc3SC(c3cccc(F)c3)C12 (stereo not given)	16µM*	16µM*	11%
NC(=O)C(c1ccc(Sc2ccccc2)nn1)c1ccc(Cl)cc1Cl (stereo not given)	?	?	12%
COc1ccc(-n2nc(C(=O)O)c3ccccc3c2=O)cc1	-21%	-28%	-7%
O=C(NCCc1ccccc1)c1cccc2c(-c3ccc(F)c(F)c3)coc12	-44%	-44%	·
Cc1ccccc1CN1N=C(/C=C/c2ccccc2)CCC1=O	-9%	23µM*	3%
Cc1cc(C)n(-c2ccc(C(=O)OCC(=O)NCc3ccc(Cl)cc3)cc2)n1	-6%	22%	2%
COCCNC(=O)C(c1ccc(C)o1)N(C(=O)c1snc(C(N)=O)c1N)c1cc(C)cc(C)c1 (stereo not given)	?	?	4%
O=C(NC1CCCCC1)N(Cc1ccccc1)Cc1ccco1	?	?	6%
CC(=O)NCCC1CCCCN1C(=O)c1cc(COc2cc(C)ccc2C)on1 (stereo not given)	-14%	-24%	1%
N/C(=N/OC(=O)c1ccc(Cl)cc1)c1ncc([N+](=O)[O-])s1	16µM*	21µM*	·
CC(C)NC(=S)N1CCN(S(=O)(=O)c2cccc(C(F)(F)F)c2)CC1	-18%	?	4%
O=C1CCc2cc(S(=O)(=O)NC(Cc3ccccc3)C(=O)N3CCN(c4ccccn4)CC3)ccc2N1 (stereo not given)	-20%	-8%	4%
CN(C)S(=O)(=O)c1ccc(S(=O)(=O)N2CCCC2)cc1	0%	-10%	2%

# (continued)
mol	DT40 TDP1 CPT	TDP1 cell noCPT	TDP1 inh
CCCCc1cn(C[C@H]2CC[C@@H]([C@@H]3CC[C@H](Cn4cc(CCCC)nn4)O3)O2)nn1	-10%	1%	·
Cc1ccccc1C1C(C#N)=C2N=C(N)c3ccccc3N2C2=C1C(=O)CCC2 (stereo not given)	11%	-20%	12%
O=C(CCC(=O)Nc1ccc(Cl)cc1)N/N=C/c1ccc2c(c1)OCO2	-16%	-16%	6%
COc1ccccc1Nc1nc(-c2sc(N)nc2C)cs1	-15%	?	·
CC12CCC(C(=O)N(CSC(=S)N/N=C\c3ccccc3Cl)C1=O)C2(C)C (stereo not given)	-11%	?	-2%
CCc1ccc(CN(Cc2ccco2)C(=O)COc2ccc(Cl)cc2C)cc1	?	?	0%
Cc1nc2ccccc2n1S(=O)(=O)c1ccc(S(=O)(=O)N2CCCCCC2)cc1	-7%	-4%	2%
COc1ccc(CC(=O)Oc2ccccc2Cl)cc1S(=O)(=O)N1CCOCC1	-7%	-6%	-5%
O=C1NC(=O)C(Nc2cccc3ccccc23)S1 (stereo not given)	3%	11%	0%
OCCN(CCCn1c(C(F)(F)F)nc2ccccc21)c1nc(CN2CCCCC2)cs1	?	-23%	·
Cc1nc2ccc(C(=O)N(C)CC3CCCN(CCc4ccc(Cl)cc4)C3)cc2[nH]1 (stereo not given)	-13%	5%	3%
CCc1ccccc1N(C)S(=O)(=O)c1ccc(-c2cc(C)no2)s1	2.1µM*	1.3µM*	0%
Cn1c(N)c(C(=O)COC(=O)/C=C/c2ccc(F)cc2)c(=O)n(C)c1=O	?	?	-8%[56.1 µM]
CN(C)/C=C1\N=C(c2cccs2)OC1=O	7%	1%	-5%
O=C(Nc1ccccc1Oc1ccccc1)c1ccc(Br)o1	-4%	-8%	-5%
CSc1nnc(C(C)(C)C)c(=O)n1/N=C/c1ccccc1O	?	4%	7%
O=C1CN(C(=O)CSc2nnc3ccccn23)c2ccccc2N1	13%	-5%	5%
Cc1ncc(CO)c(/C=N/NC(=O)c2ccc(O)cc2)c1O	1%	-8%	-1%
COc1ccc(/C=N\NC(=O)CCN2CCN(c3ccccc3)CC2)cc1OC	-3%	-22%	4%
CC(COc1ccccc1)N1CCC(CO)(Cc2ccccc2)CC1 (stereo not given)	-19%	-10%	0%
CCOc1ccc(CCNC(=O)COC(=O)c2ccc(S(C)(=O)=O)cc2)cc1OCC	-4%	-3%	·
CCN1CCN(C(=O)c2cc3c(OC)c(OC)c(OC)cc3[nH]2)CC1	-3%	4%	·
Cc1cccc(C)c1OCc1cc(C(=O)NCC2CCCCC2)no1	-15%	19%	3%
Cc1cc(C)n2nc(C(=O)N/N=C/c3ccc(O)cc3)nc2n1	31%[activator]	-6%	7%
O=C(NN1C(=O)c2ccccc2C1=O)c1ccccc1[N+](=O)[O-]	-5%	2%	3%
CC(C)OCCCNC(=O)Nc1cccc2ccccc12	-23%	-24%	4%
COc1cccc(C=Nc2cc(C)cc(C)c2)c1O	-1%	-2%	1%
O=C1C=C(NCc2ccc(Cl)cc2)CC(c2ccco2)C1 (stereo not given)	23µM*	?	-8%
O=C(NCCOCCNC(=O)OCc1ccccc1)OCc1ccccc1	6%	-22%	2%
O=C(NCc1ccccc1)C(c1ccccc1)N(C(=O)c1csnn1)c1ccccc1 (stereo not given)	?	18µM*	10%[0.0935 µM]

# Some of these compounds in order of number of heavy atoms, ascending:
mol	DT40 TDP1 CPT	TDP1 cell noCPT	TDP1 inh
COc1ccccc1Nc1nc(-c2sc(N)nc2C)cs1	-15%	?	·
Cc1ncc(CO)c(/C=N/NC(=O)c2ccc(O)cc2)c1O	1%	-8%	-1%
CCN1CCN(C(=O)c2cc3c(OC)c(OC)c(OC)cc3[nH]2)CC1	-3%	4%	·
Cn1c(N)c(C(=O)COC(=O)/C=C/c2ccc(F)cc2)c(=O)n(C)c1=O	?	?	-8%[56.1 µM]
O=C(NCc1ccccc1)C(c1ccccc1)N(C(=O)c1csnn1)c1ccccc1 (stereo not given)	?	18µM*	10%[0.0935 µM]
OCCN(CCCn1c(C(F)(F)F)nc2ccccc21)c1nc(CN2CCCCC2)cs1	?	-23%	·

# (list continues)
mol	DT40 TDP1 CPT	TDP1 cell noCPT	TDP1 inh
CNC(C)C(=O)NC(C(=O)N1CCCC1C(=O)NNc1ccccc1)C(C)C (stereo not given)	21%	0%	-9%
CC(=O)Nc1cc(Br)ccc1O	3%	12%	5%
Cc1cc(C(=O)CCC(=O)Nc2ccc(S(N)(=O)=O)cc2)c(C)s1	12%	?	0%
Cc1ccc(NC(=O)Cn2c(=O)n(CCc3ccccc3)c(=O)c3c4c(sc32)CCCC4)cc1C	8%	-3%	6%
COc1ccc(C2CCCN2C(=O)Nc2cccc(C(C)=O)c2)cc1OC (stereo not given)	-9%	-50%	10%
O=C(CCC1N=C2c3ccccc3N=C(SCc3ccccc3F)N2C1=O)NCc1ccccc1 (stereo not given)	?	18µM*	1%
COc1ccc(C(=O)Nc2cccc(/C(C)=N\NC(=O)c3ccoc3C)c2)cc1OC	?	?	6%
O=C(COC(=O)CCNS(=O)(=O)c1ccc(Cl)cc1)Nc1ccccc1OC(F)F	1%	-1%	10%
Cc1c(N(C)S(=O)(=O)c2cccc(C(=O)NC(C)C)c2)c(=O)n(-c2ccccc2)n1C	-20%	-12%	0%
CCOc1ccc(C(=O)NNC(=O)CN2C(=O)NC3(CCCC3)C2=O)cc1	-4%	6%	-1%
C=CCN1c2ccccc2[C@]23C[C@@H](C(=O)OC)N(C(=O)OCC)C2=NC(C(=O)OC)=C(C(=O)OC)[C@H]13	?	-1%	8%[12.3 µM]
Cc1c(CN2CCN(CC(C)C)C(CCO)C2)[nH]c2ccc(Cl)cc12 (stereo not given)	-3%	?	4%
O=C(NC1CC1)C1=C[C@H](c2coc3ccccc3c2=O)C[C@H](OCCCCO)O1	-8%	-1%	·
CCN(CC)C(=O)c1sc(NC(=O)C(Sc2ccccc2)c2ccccc2)c(C(=O)OC(C)C)c1C (stereo not given)	?	16µM*	6%
Cc1ccc(NC(=O)CSc2nc(-c3cccs3)cc(C(F)(F)F)n2)cc1C	7.3µM*	5.8µM*	2%
COc1ccc(-c2noc(CCC(=O)NCC3CCN(Cc4cccc(C)c4)CC3)n2)cc1	?	23µM*	1%
CN1C(=O)C(C)(C)c2cc(S(=O)(=O)N3CCC(C(=O)NCc4ccccc4Cl)CC3)ccc21	-9%	-29%	·
Cc1ccc(S(=O)(=O)N2CCCCC2)cc1NC(=O)c1cnccn1	-2%	-21%	1%
CC(C)(CNc1ccc([N+](=O)[O-])cc1Cl)CNS(C)(=O)=O	?	?	7%
CC(Oc1ccc(Br)cc1)C(=O)NCC(C)(C)N1CCOCC1 (stereo not given)	-7%	-5%	16%
Cc1ccc(C(=O)NC(C)c2ccccc2)o1 (stereo not given)	-3%	11%	-1%
c1csc(-c2nnsc2-c2nc3ccccc3[nH]2)c1	-13%	?	3%
CCOC(=O)COc1ccc2c3c(c(=O)oc2c1C)CCC3	-3%	?	-2%
CCCOc1ccc(CC(=O)NNC(=S)Nc2ccccc2)cc1Br	?	-28%	5%
CCc1ccc(-n2c(SCc3cccc(F)c3)nc3[nH]ncc3c2=O)cc1	21µM*	16µM*	9%
O=C(NCCc1ccccc1)C(=O)NCC(c1cccnc1)N1CCN(c2ccc(F)cc2)CC1 (stereo not given)	15µM*	10µM*	4%
O=S(=O)(O)CC(S)CS (stereo not given)	8.4µM*	4.7µM*	·
CC1CC(C)CN(S(=O)(=O)c2ccc(C(=O)NCCCn3ccnc3)cc2)C1 (stereo not given)	29µM*	?	4%
CC1CCN(c2nc(-c3ccccc3)c(C#N)c(=O)[nH]2)CC1	5%	2%	0%
COc1ccc(CCC(=O)Nc2nnc(C)s2)cc1	?	-20%	·

# Further structures follow.
# Screens in order: DT40 TDP1 CPT, TDP1 cell noCPT, TDP1 inh
> Cc1cc(=O)oc2cc(Oc3ncccn3)ccc12
→ -18%, -13%, 5%
> C=CCN(CC=C)C(=O)Cn1cnc([N+](=O)[O-])n1
→ -22%, -16%, 1%
> Cc1cc(C)c2c(-n3cccc3)n[nH]c2n1
→ -23%, -29%, 0%
> COc1ccc(C(=O)Nc2nnc(CCS(=O)(=O)c3ccc(C)cc3)s2)cc1
→ -9%, -17%, 3%
> O=C(c1ccc2c(Cl)c3c(nc2c1)CCCC3)N1CCN(c2ccc(F)cc2)CC1
→ 21µM*, 18µM*, 7%
> CCN1CCc2nc3sc(C(=O)N4CCc5ccccc5C4)c(N)c3cc2C1
→ ?, ?, 3%[0.0935 µM]
